Screening results deposited in PubChem by several laboratories.
eIF4E-4G inh: blocks eIF4E binding to eIF4G | P63073+Q04637 | TR-FRET eIF4E-eIF4GI(517-606) binding, 2 h | inhibition, % at 21.7 µM | hit rate 0.37% among 220,000 | AID 782;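 active = inhibition above about 30%, limit read from the data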;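 also: 0% = full FRET control wells and 100% = background wells lacking eIF4GI fragment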
Target sequence (P63073 whole entry, looked up, the tested form may be a part): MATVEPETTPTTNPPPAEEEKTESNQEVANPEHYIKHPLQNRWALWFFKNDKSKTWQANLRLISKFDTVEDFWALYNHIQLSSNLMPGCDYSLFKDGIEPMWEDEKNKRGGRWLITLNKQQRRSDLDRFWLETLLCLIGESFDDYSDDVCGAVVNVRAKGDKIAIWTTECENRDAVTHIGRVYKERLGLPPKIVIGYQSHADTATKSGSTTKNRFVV
Target sequence (Q04637 whole entry, looked up, the tested form may be a part): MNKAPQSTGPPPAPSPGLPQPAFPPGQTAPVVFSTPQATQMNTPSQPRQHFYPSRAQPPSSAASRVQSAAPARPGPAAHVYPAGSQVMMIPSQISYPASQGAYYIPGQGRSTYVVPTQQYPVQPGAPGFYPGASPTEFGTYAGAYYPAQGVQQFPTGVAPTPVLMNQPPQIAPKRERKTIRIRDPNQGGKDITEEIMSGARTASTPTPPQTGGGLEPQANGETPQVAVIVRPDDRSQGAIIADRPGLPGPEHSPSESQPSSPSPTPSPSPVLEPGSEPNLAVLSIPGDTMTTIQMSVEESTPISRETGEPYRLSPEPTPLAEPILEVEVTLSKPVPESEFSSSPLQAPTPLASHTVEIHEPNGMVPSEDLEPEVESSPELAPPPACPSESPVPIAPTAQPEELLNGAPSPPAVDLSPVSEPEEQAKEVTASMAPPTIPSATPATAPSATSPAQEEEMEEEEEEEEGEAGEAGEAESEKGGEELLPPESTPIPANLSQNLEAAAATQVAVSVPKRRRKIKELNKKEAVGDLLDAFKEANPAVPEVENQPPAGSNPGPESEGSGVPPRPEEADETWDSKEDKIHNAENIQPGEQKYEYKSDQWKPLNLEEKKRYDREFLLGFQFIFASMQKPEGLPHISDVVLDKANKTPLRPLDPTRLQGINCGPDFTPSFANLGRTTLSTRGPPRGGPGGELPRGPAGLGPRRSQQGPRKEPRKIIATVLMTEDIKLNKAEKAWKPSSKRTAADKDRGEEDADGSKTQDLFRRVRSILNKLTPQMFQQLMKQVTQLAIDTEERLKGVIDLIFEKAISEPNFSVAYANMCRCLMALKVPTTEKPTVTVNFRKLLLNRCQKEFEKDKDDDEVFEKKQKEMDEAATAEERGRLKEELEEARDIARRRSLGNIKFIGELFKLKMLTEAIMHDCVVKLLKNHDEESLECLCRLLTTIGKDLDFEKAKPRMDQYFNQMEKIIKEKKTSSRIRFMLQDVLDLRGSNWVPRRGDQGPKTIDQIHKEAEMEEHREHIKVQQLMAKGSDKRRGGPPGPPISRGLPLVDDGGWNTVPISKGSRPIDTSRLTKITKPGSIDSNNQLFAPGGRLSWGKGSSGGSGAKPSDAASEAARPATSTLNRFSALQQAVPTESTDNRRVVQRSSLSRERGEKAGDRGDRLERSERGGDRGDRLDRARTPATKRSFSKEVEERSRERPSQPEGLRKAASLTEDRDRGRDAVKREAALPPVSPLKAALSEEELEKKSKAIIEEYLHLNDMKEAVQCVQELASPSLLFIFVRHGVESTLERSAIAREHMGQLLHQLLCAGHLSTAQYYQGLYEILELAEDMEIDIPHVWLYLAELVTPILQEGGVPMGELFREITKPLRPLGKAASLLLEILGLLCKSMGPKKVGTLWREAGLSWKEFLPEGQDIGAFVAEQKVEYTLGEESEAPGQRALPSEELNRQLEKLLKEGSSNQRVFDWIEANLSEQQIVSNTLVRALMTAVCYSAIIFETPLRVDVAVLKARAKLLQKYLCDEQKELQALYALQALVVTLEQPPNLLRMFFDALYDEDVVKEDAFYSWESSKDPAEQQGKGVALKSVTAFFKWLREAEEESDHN
EBV gp42 inh: EBV gp42 inhibition. Q1HVG2. Fluorescence polarization binding assay, mP read-out. inhibition, % (tested at 21.74 µM). hit rate 0.42% among 220,000. AID 1085; in the data active = inhibition above about 50%
MDM2 E3 inh: Mdm2 E3 ligase (human) inhibition; Q00987; cell-based MDM2 ubiquitination luciferase reporter, 2 h; 0 = plate control, 100 = twice control, blank-subtracted; signal enhancement, % at 5 µM; hit rate 0.11% among 210,000; AID 1230;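 active = signal enhancement of 30% or more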;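 also: luminescence tracks abundance of the self-degrading MDM2-luciferase fusion protein; higher signal means inhibition of MDM2 E3 ligase activity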
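Material: stable MDM2–luciferase fusion reporter cells / Quantity: 2000 cells/well / Dosing: single 5 µM compound dose, 0.2% final DMSO / Buffer or medium: DMEM / Schedule: 4 h cell settling then 2 h compound exposure, 37 °C / Detection: luminescence with SteadyLite reagent, 15 min at room temperature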
PERK inh: inhibitors of human PERK kinase; hit rate 0.17% among 220,000; AID 1416; CHO PERK-DD fusion, SEAP luminescence translation reporter; inhibition, % at 5.6 µM; Q9NZJ5;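 active = inhibition above the mean inhibition of all tested compounds plus 3 SD, set separately per screening campaign, cut at about 2.9% in these data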;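 also: PERK kinase domain activated by AP20187 dimerizer at 100 nM; 0% = DMSO with dimerizer and 100% = rapamycin at 8.4 µM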
Calpain2 inh: calpain II (pig) inhibition; hit rate 0.37% among 220,000; inhibition, % at 16 µM; purified calpain II, fluorogenic peptide substrate, 30 min;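 active = inhibition above about 50%, limit read from the data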
KCC2 mod: KCC2 (human) Cl- transport modulation | Q9H2X9 | KCC2 cells, thallium flux FluoZin-2 fluorescence | B-score of Tl+ flux slope (higher = more flux/activation; lower = inhibition) at 10 µM | hit rate 2.2% among 190,000 | AID 1456;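 active = thallium flux slope and its plate-corrected score both differing from the plate sample mean at a set confidence after two filtering rounds, in either direction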;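 also: slope of fluorescence scaled to starting intensity during 10 to 20 s after thallium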
Rad51 HR inh: blocks human Rad51 in homologous recombination. hRad51 DNA strand exchange, fluorescence dequenching. inhibition, % at 10 µM. Q06609. hit rate 0.085% among 200,000;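 active = inhibition above 40% at the single screening dose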;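 also: 0% = DMSO control wells and 100% = blanks with heterologous ssDNA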
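Test system – preformed human Rad51 ssDNA filaments · Reagent – Donor/quencher-labelled 47-bp dsDNA substrate · Incubation – 37 °C 15-min filament assembly, 30-min compound preincubation, 15-min exchange · Signal – FRET fluorescence dequenching, excitation 485 nm, emission 520 nm · Read-out – percent inhibition from fluorescence, normalised to plate control and blank means · Benchmarks – plate control and blank wells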
TNF death inh: TNF-alpha cell death inhibition in Jurkat FADD-/- cells. Jurkat FADD-/- TNF necroptosis rescue, ATP luminescence, 24 h; 0 = TNF only, 100 = no-TNF cells. hit rate 0.068% among 220,000. AID 463075. activation (protection from cell death), % at 10 µM;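 active = activation, meaning protection from cell death, of at least 50% relative to plate controls; inactive = activation below 50%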;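 also: necroptosis triggered by 40 ng/mL TNF-alpha added together with compound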
zVAD death inh: L929 zVAD cell death inhibition. AID 1377. hit rate 0.38% among 220,000. viability rescue, % at 10 µM. L929 zVAD necroptosis rescue, ATP luminescence, 24 h; with zVAD 60 µM;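 active = activation, scaled between plate controls, above about 75%, limit read from the data; inactive = activation under that limit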;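 also: 0% = zVAD with DMSO and 100% = DMSO alone without zVAD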
Active calls of the source: *; · = not tested or not shown; [ ] = dose if it differs, or a comment.

1	COc1ccc(NC(=O)CN2CCN(c3nc(-c4ccc(F)cc4)cs3)CC2)c(OC)c1
2	O=C(Nc1nc2ccccc2n1CCOc1ccccc1)c1ccco1
3	O=C(COc1ccc(S(=O)(=O)NC2CCCCC2)cc1Cl)N1CCN(c2ccccc2)CC1
4	CC(C)Oc1cccc(C(=O)C2CCCN(Cc3cnn(C(C)C)c3)C2)c1 (stereo unspecified)
5	Cc1ccc(-n2c(Cc3cccn3C)nnc2SCC(=O)NCc2ccco2)cc1
6	O=C(OCc1nnc(-c2ccccc2)o1)c1cc(Cl)ccc1[N+](=O)[O-]
entry no.,1,2,3,4,5,6
Rad51 HR inh,-5,-1,-3,·,1,-2
zVAD death inh,5.1,0.2,0.8,-0.7,-0.4,0.0
TNF death inh,-1.0,0.1,-0.5,1.4,0.0,-0.4
MDM2 E3 inh,-8,-10,-8,·,-1,-1
PERK inh,1.2,-1.1,-0.7,-1.1,-0.7,-0.3
Calpain2 inh,56*,5,-35,-1,-26,39
eIF4E-4G inh,2,-3,-1,0,-3,4
KCC2 mod,-0.19,1.4,·,-1.4,0.41,-0.23
EBV gp42 inh,-14,2,-6,4,-17,1

Along the list, as entered above:
KCC2 mod, nos. 1 to 6: -0.19, 1.4, ·, -1.4, 0.41, -0.23
EBV gp42 inh, nos. 1 to 6: -14, 2, -6, 4, -17, 1

Later entries.
7	Cc1ccc(CSc2nnc(CS(=O)Cc3ccc(Cl)cc3Cl)n2C)cc1 (stereo unspecified)
8	Cc1cc([N+](=O)[O-])c(C)cc1-c1ccc(/C=N/NC(=O)c2cccnc2)o1
9	O=C(CCc1n[nH]c(=O)[nH]c1=O)N/N=C/c1ccc(Br)o1
10	CCOC(=O)c1nnc(-c2ccccc2)[nH]c1=O
11	C=CCOC(=O)C1=C(C)Nc2ncnn2C1c1cc(Br)ccc1F (stereo unspecified)
12	O=C(NCCN1CCN(c2ccccc2)CC1)C1CCN(S(=O)(=O)N2CCOCC2)CC1
entry no.,7,8,9,10,11,12
Rad51 HR inh,5,-6,17,22,-5,1
zVAD death inh,0.4,0.3,1.0,0.1,0.0,0.9
TNF death inh,-3.8,-1.5,0.6,0.1,-3.4,0.6
MDM2 E3 inh,-17,-18,-13,-6,0,-12
PERK inh,-0.6,-0.4,-0.4,0.0,-0.5,0.7
Calpain2 inh,13,10,19,6,11,4
eIF4E-4G inh,·,1,-1,1,4,7
KCC2 mod,·,0.044,0.026,-0.78,·,·
EBV gp42 inh,-13,13,-8,-4,-19,-1

13	Oc1ccc(N=Nc2n[nH]c(-c3ccccc3)n2)cc1
14	O=C(NC(NC(=O)c1ccccc1)c1ccccc1)c1ccccc1
15	C=CCNC(=O)CN(c1ccc(F)c(Cl)c1)S(C)(=O)=O
16	CC(C)NC(=O)c1onc(CSc2cccc(F)c2)c1C(=O)O
17	Cn1c(SCC(=O)N2c3ccccc3CCc3ccccc32)nnc1-c1cc2ccccc2cc1O
18	CCOc1ccccc1-c1cc(C(=O)N/N=C/c2ccc(O)c(OC)c2)c2ccccc2n1
entry no.,13,14,15,16,17,18
Rad51 HR inh,·,-6,7,2,-4,-6
zVAD death inh,3.1,-0.4,0.1,-0.1,4.2,0.8
TNF death inh,-0.4,-2.4,0.5,-0.8,0.3,0.1
MDM2 E3 inh,-16,-21,-1,-10,-10,10
PERK inh,0.3,-0.3,1.0,2.3,-1.5,-0.4
Calpain2 inh,36,-40,-18,-12,-44,-44
eIF4E-4G inh,4,-1,0[fluorescence artefact?],1[fluorescence artefact?],4[fluorescence artefact?],14
KCC2 mod,-0.49,-0.63,-0.0086,0.16,0.97,0.61
EBV gp42 inh,-7,-1,-13,0,-20,-1

19	O=C(/C=C\Nc1ccccc1Br)c1ccc2c(c1)OCO2
20	O=c1c2cc([N+](=O)[O-])ccc2nc(CN2CCN(c3ccccn3)CC2)n1-c1ccccc1F
21	Cc1cc(C)c(NC(=O)c2ccccc2C(=O)c2ccccc2)c(C)c1
22	O=C(C1CC1)N1CCN=C1SCc1ccccc1Cl
23	COc1ccccc1C(=O)NCC(c1cccnc1)N(C)C (stereo unspecified)
24	CCOc1cc2[nH]c(=O)n(Cc3ccc(C(=O)NCCCN4CCCC4=O)cc3)c(=O)c2cc1OCC
entry no.,19,20,21,22,23,24
Rad51 HR inh,2,6,6,-3,6,-60
zVAD death inh,0.5,-0.1,-0.8,0.3,0.0,0.0
TNF death inh,-1.8,0.1,-1.5,-0.2,-0.1,0.0
MDM2 E3 inh,-79,-5,1,-13,5,-5
PERK inh,0.3,1.2,-0.2,-0.2,-0.4,0.5
Calpain2 inh,10,-50,-2,-2,-16,-48
eIF4E-4G inh,-1,1,0,-4,0,6
KCC2 mod,-0.012,-0.26,0.37,-0.73,0.12,-0.29
EBV gp42 inh,11,-1,-2,-27,-15,-3

25	NS(=O)(=O)c1ccc(NC(=S)NC(=O)c2ccc3c(c2)OCO3)cc1
26	COc1ccc(-c2c(C)nn(Cc3ccccc3)c2N)cc1
27	Cc1cccc(NC(=O)N2CCC(n3nnc4cc(C)ccc43)CC2)c1
28	COc1ccc(OC)c(C(O)c2coc3ccc(O)c(CN(C)C)c23)c1 (stereo unspecified)
29	CC(=O)N1CCN(CC(=O)Nc2cc(S(=O)(=O)N3CCOCC3)ccc2C)CC1
30	Cc1cccc(C)c1N1C(=O)C2ON(c3ccccc3)C(c3ccncc3)C2C1=O (stereo unspecified)
entry no.,25,26,27,28,29,30
Rad51 HR inh,4,12,2,6,1,-3
zVAD death inh,1.5,0.1,18,0.2,2.7,0.9
TNF death inh,0.1,-0.1,0.0,2.6,1.2,0.1
MDM2 E3 inh,0,-5,-8,0,-9,1
PERK inh,1.0,1.0,-0.6,-0.2,-0.2,0.5
Calpain2 inh,6,12,-21,-29,10,12
eIF4E-4G inh,-1,1[fluorescence artefact?],0,-2[fluorescence artefact?],0,1
KCC2 mod,1.1,0.038,-2.4,·,0.53,·
EBV gp42 inh,-10,-22,-7,4,-8,-17

Copied from the list:
EBV gp42 inh with NS(=O)(=O)c1ccc(NC(=S)NC(=O)c2ccc3c(c2)OCO3)cc1 → -10
PERK inh with CC(=O)N1CCN(CC(=O)Nc2cc(S(=O)(=O)N3CCOCC3)ccc2C)CC1 → -0.2
PERK inh with Cc1cccc(C)c1N1C(=O)C2ON(c3ccccc3)C(c3ccncc3)C2C1=O (stereo unspecified) → 0.5
zVAD death inh with COc1ccc(OC)c(C(O)c2coc3ccc(O)c(CN(C)C)c23)c1 (stereo unspecified) → 0.2

Continuation:
31	COc1cccc(CC(=O)N[C@@H](CCSC)c2nc3ccccc3[nH]2)c1
32	CCOc1ccc(C(=O)Nc2ccc(NC(=O)c3ccco3)c(Cl)c2)cc1Cl
33	O=C(COc1ccccc1Cl)N(Cc1ccco1)C1CCS(=O)(=O)C1 (stereo unspecified)
34	Cc1ccc(SC(CC(=O)c2ccc(C)cc2)C(=O)O)cc1 (stereo unspecified)
35	O=C(CSc1nnc(-c2ccccc2)c(-c2ccccc2)n1)N1CCOCC1
36	O=S(=O)(Nc1ccc2c(c1)OCO2)c1ccccc1
entry no.,31,32,33,34,35,36
Rad51 HR inh,-1,·,-6,5,4,1
zVAD death inh,2.1,1.2,0.5,0.0,0.1,0.8
TNF death inh,1.7,0.6,3.7,-0.5,0.9,7.2
MDM2 E3 inh,-4,-17,-3,-19,-16,-8
PERK inh,0.5,1.1,-0.4,0.3,-1.2,0.1
Calpain2 inh,6,-61,5,32,6,20
eIF4E-4G inh,1,1,2,5,9,-2
KCC2 mod,-0.86,·,0.2,-0.39,·,·
EBV gp42 inh,-12,-4,-4,-7,1,-1

37	O=C(Nc1ccc(F)cc1)NC1CCN(Cc2nnnn2Cc2ccco2)CC1
38	Cc1cc(C(=O)Nc2ccc(N3CCCC3)c(Cl)c2)ccc1[N+](=O)[O-]
39	COc1ccc2oc(=O)c(C(=O)Nc3ccccc3O)cc2c1
40	COc1cnc(-c2ccccn2)nc1Sc1ccccc1Cl
41	O=S1(=O)C=C(SCCN2CCCC2)c2ccccc21
42	CCN(CC)CCN1C(=O)C(=O)/C(=C(/O)c2cnn(-c3ccccc3)c2C)C1c1ccc(C)o1 (stereo unspecified)
entry no.,37,38,39,40,41,42
Rad51 HR inh,-3,·,·,9,-6,3
zVAD death inh,0.6,1.3,0.1,7.8,-0.2,0.4
TNF death inh,-0.2,2.4,5.1,-13,4.6,-0.8
MDM2 E3 inh,-16,·,-29,-14,-9,-23
PERK inh,-0.8,-0.2,0.9,-0.7,-0.1,0.4
Calpain2 inh,-16,50*,-13,0,-11,12
eIF4E-4G inh,0,4,-2,-3,7,0
KCC2 mod,-0.22,0.33,0.54,-0.84,0.021,0.13
EBV gp42 inh,-4,-3,-17,-7,4,-8

43	CCc1c(C)[nH]n(-c2nc(-c3cccc([N+](=O)[O-])c3)cs2)c1=O
44	C/C(=N\N1CCN(Cc2ccccc2Cl)CC1)c1ccc(F)cc1
45	COc1ccc(C2=NN(S(=O)(=O)c3ccccc3)C(c3ccccc3)C2)cc1 (stereo unspecified)
46	Cc1cnc(CN(C)C(=O)c2cc(COc3c(F)cccc3F)on2)[nH]1
47	COc1ccc(C(=O)CSc2nnc(-c3ccc(C)cc3)o2)cc1
48	Cc1sc(NC(=O)CN2CCOCC2)nc1-c1ccc2c(c1)CCN2S(=O)(=O)c1ccccc1
49	CC(C)(C)c1nc(NCCN2CCOCC2)c2nnn(Cc3ccccc3Cl)c2n1
50	O=C(CSc1ncn[nH]1)N1N=C(c2ccc(Cl)cc2)CC1c1ccco1 (stereo unspecified)
entry no.,43,44,45,46,47,48,49,50
Rad51 HR inh,14,·,·,-11,-1,10,-7,-11
zVAD death inh,1.4,0.3,-0.4,-0.1,-0.4,-0.5,-0.1,-1.0
TNF death inh,1.6,4.9,-0.4,0.7,-0.4,-15,-2.0,-3.4
MDM2 E3 inh,10,-2,-11,-8,-6,-8,-13,2
PERK inh,-0.1,1.3,-0.5,0.3,0.8,-0.5,0.0,0.1
Calpain2 inh,6,29,-1,27,8,0,-29,18
eIF4E-4G inh,-1,0,4,-1,1,-4,-8,4
KCC2 mod,-0.011,-0.58,-1.6,·,-0.63,·,0.4,-0.86
EBV gp42 inh,11,-15,-14,-4,-1,-9,-7,-19
